RORgamma inh: blocks mouse ROR gamma transcriptional activity; Drosophila S2 Gal4-RORgamma UAS-luciferase reporter, 20 h; Potency, µM (highest dose often 53.6 µM), for inactives: at the top dose activity change, negative = inhibition, actives largely listed as inhibitors; 5.4% of 310,000 active; further: potency means the concentration at half of the fitted maximal effect; on the % scale 0 is the no-effect control and ±100 the full control effect; nearly all actives have a fitted effect of over 60% in size
Target sequence (P51450 whole entry, looked up, the tested form may be a part): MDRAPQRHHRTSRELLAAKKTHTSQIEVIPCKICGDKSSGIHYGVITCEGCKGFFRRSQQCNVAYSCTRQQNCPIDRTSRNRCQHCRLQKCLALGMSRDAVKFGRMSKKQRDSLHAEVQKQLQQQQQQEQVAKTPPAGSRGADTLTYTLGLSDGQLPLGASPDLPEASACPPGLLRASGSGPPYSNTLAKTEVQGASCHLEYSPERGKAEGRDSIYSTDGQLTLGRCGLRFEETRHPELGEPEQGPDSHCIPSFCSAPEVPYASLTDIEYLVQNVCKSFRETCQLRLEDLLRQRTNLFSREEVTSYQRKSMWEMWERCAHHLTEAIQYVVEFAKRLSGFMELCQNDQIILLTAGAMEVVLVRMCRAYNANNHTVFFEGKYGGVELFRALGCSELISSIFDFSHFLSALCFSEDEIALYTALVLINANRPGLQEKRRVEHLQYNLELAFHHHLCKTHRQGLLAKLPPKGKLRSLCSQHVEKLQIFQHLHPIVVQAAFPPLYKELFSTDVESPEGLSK
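Drosophila Schneider cells stably carrying a metallothionein-driven Gal4 DBD–ROR gamma fusion and a UAS-Photinus luciferase reporter were exposed to compound for 1 hr, then induced with copper sulfate (700 uM final) for 20 hr at ambient temperature before luminescence reading.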
Rab9 prom act: activators of Rab9 promoter; Huh7 Rab9 promoter-luciferase reporter, luminescence, 24 h; Potency, µM (top dose mostly 9.22 µM), for inactives: at the top dose activation, negative = inhibition, actives largely listed as activators; 2.8% of 320,000 active; AID 485297; further: potency means the concentration at half of the fitted maximal effect; % of control where 0% means no effect; nearly all actives have a fitted effect of over 60% in size
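Rab9 promoter-driven luciferase in stably transfected Huh7 cells; 1500 cells/well rested 2 h, exposed to compound in DMSO for 24 h at 37 °C, 5% CO2. Luminescence read 10 min after adding luciferase reagent at ambient temperature.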
PKM2 act: activators of human pyruvate kinase M2. P14618. AID 1631. purified PKM2, Kinase-Glo ATP luminescence, activation; response scale: 0% is enzyme alone, no compound. Potency, µM (highest dose often 57.5 µM), without a hit: top-dose activation, usual class: activators. 0.34% of 260,000 active; further: potency means the concentration at half of the fitted maximal effect; on the % scale 0 is the no-effect control and ±100 the full control effect; nearly all actives have a fitted effect of over 55% in size
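ATP formation by purified human PK-M2, quantified via coupled luciferase luminescence after 1 h at room temperature with 0.1 mM ADP and 0.5 mM PEP final.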
Gal4-VP16 FLuc: Gal4-VP16 reporter inhibition counter-screen | Drosophila S2 Gal4-VP16 UAS-luciferase, luminescence, 20 h | Potency, µM (doses to about 53.6 µM), for the others: at the top dose activity, negative = inhibition, most hits filed as inhibitors | 3.5% of 310,000 active;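 further: Gal4-VP16 expression switched on by copper sulfate through the metallothionein promoter; potency means the concentration at half of the fitted maximal effect; on the % scale 0 is the no-effect control and ±100 the full control effect; nearly all actives have a fitted effect of over 50% in size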
MBNL1 CUG block: MBNL1-poly(CUG) RNA binding inhibition. Q9NR56. TR-FRET MBNL1-His/biotin-(CUG)12 binding, 665/545 ratio. Potency, µM (doses to about 57.5 µM), inactives show at the top dose activity change, negative = inhibition, actives largely listed as inhibitors. 0.036% of 280,000 active. AID 2675; active means well fitted inhibition curve with a large enough effect in the signal ratio, with a control signal flat, not every such curve was filed as active; inconclusive means small, poorly fitted or top-dose-only effect, or effect the other way, or a change in a side signal; inactive means no such curve, though single readings can be large or run the other way; the % refers to the signal ratio; further: potency means the concentration at half of the fitted maximal effect; on the % scale 0 is the no-effect control and ±100 the full control effect
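Inhibition of protein-RNA binding appears as loss of TR-FRET between terbium anti-His antibody on MBNL1-His and streptavidin-XL665 on biotin-(CUG)12. Activity is normalized to buffer-only and uninhibited-complex controls.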
FLuc counter: counter-screen for miR-21 project: firefly luciferase inhibitors or activators; purified FLuc, Km substrates, luminescence inhibition; 6.9% of 360,000 active; P08659; Potency, µM (titrated, usually from 57.5 µM), for the others: at the top dose activity change, negative = inhibition, usual class: inhibitors;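 further: potency means the concentration at half of the fitted maximal effect; plate controls were vehicle for no effect and reference inhibitor for full effect; nearly all actives have a fitted effect of over 55% in size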
Target sequence (P08659 whole entry, looked up): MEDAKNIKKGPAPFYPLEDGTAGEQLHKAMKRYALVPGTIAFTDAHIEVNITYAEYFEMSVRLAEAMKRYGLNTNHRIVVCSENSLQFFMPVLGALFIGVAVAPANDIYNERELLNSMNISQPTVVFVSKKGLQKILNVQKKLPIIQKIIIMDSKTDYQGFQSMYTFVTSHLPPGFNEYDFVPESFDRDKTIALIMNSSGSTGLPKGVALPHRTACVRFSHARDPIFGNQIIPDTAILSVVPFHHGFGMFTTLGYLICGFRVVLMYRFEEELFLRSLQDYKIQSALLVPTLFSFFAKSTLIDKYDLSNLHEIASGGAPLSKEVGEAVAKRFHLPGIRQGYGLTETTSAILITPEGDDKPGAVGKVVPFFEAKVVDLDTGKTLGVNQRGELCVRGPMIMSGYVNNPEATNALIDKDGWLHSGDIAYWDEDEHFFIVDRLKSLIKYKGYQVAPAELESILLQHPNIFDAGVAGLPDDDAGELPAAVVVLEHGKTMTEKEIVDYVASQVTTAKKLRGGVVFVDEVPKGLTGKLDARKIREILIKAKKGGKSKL
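Purified P. pyralis luciferase (10nM final) with 10uM D-luciferin and 10uM ATP (Km levels) in 50mM Tris acetate pH 7.5, 10mM Mg acetate, 0.01% Tween-20, 0.05% BSA; qHTS 6-point titration, ~60 µM downward; luminescence read.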
ELG1 DNA repair: inhibitors of ELG1-dependent DNA repair in HEK293T cells; 2.3% of 330,000 active; AID 504467; Potency, µM (series often up to 46.1 µM), without a hit: at the highest dose activity change, negative = inhibition, actives largely listed as inhibitors; HEK293T ELG1-luciferase reporter, luminescence, 16 h; DNA damage induced by 5-fluorouridine; further: potency means the concentration at half of the fitted maximal effect; on the % scale 0 is the no-effect control and ±100 the full control effect; nearly all actives have a fitted effect of over 55% in size
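Cells (2,000 per well) received 5-fluorouridine plus test compound or DMSO and were incubated 16 hr at 37 °C, 5% CO2. Luciferase activity was read by luminescence 30 min after ONE-Glo addition; signal suppression marked inhibition of damage-induced ELG1 function.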
NPC1 promoter act: activates the NPC1 promoter; Huh7 NPC1 promoter luciferase reporter, 24 h; Potency, µM (highest dose often 9.22 µM), inactives show top-dose activation, usual class: activators; 2.4% of 320,000 active;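 further: potency means the concentration at half of the fitted maximal effect; % of control where 0% means no effect; nearly all actives have a fitted effect of over 60% in size; reporter is driven by a mutant NPC1 promoter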
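Huh7 reporter cells (NPC1 promoter driving luciferase) are dosed with compound for 24 h at 37 °C, 5% CO2; luciferase detection reagent is then added and luminescence measured after 10 min at ambient temperature.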
KCNH2 3.1 inh: inhibitors of human KCNH2 3.1 potassium channel isoform; U2OS KCNH2 3.1, thallium flux FluxOr; active compounds read low; activity change, % (tested at about 1.8 µM); 0.95% of 340,000 active;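 active means maximum activity change below -70%; inconclusive means maximum activity change from -70% to -50%; inactive means maximum activity change above -50%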;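 further: thallium influx rate constant from kinetic fluorescence after stimulation buffer; on the % scale 0 is the no-effect control and ±100 the full control effect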
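Virally transduced U2OS (3.1 isoform, 4 h infection in dark at RT) → overnight 37 C → FluxOr + Red40 in HBSS/HEPES, 45 min → stimulation buffer, 2 min kinetic read → rate constant vs DMSO controls.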
Mito fusion act: mitochondrial division inhibition or fusion activation. S. cerevisiae fusion-defective mutant growth rescue, CellTiterGlo 48 h. Potency, µM (series often up to 46.1 µM), for the others: at the highest dose growth rescue (activation), hits mostly activators. 0.23% of 320,000 active. AID 485298;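 further: potency means the concentration at half of the fitted maximal effect; % of control where 0% means no effect; nearly all actives have a fitted effect of over 45% in size; temperature-sensitive fusion mutants such as fzo1-1 at 37 °C on non-fermentable ethanol glycerol medium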
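Compounds are tested for their ability to restore growth of mitochondrial fusion-defective yeast strains at non-permissive 37C in YPEG medium over 48 hours. Viability is quantified by luciferase luminescence.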
Menin-MLL TR inh: menin-MLL binding inhibition, Texas Red mutant peptide; 0.23% of 270,000 active; Menin + Texas Red MLL mutant peptide, fluorescence polarization; O00255; Potency, µM (highest dose often 61.6 µM), inactives show top-dose FP activity change, negative = inhibition, hits mostly inhibitors; AID 1768; active means well fitted inhibition curve with a large enough effect in the polarisation, with a control signal flat, not every such curve was filed as active; inconclusive means small, poorly fitted or top-dose-only effect, or effect the other way, or a change in a side signal; inactive means no such curve, though single readings can be large or run the other way; the % refers to the polarisation; further: potency means the concentration at half of the fitted maximal effect; % of control where 0% means no effect; many of its hits are not listed in these tables
* marks the source's active call; other numbers are inactive results; u = inconclusive; x = no result given; & = joins results of further samples; [ ] = another dose, or the depositor's remark. Unless noted, the call rests on the fitted dose curve; in most records, active means well fitted curve in the direction sought with a large enough effect; inconclusive means small, poorly fitted or top-dose-only effect, or another doubt; inactive means no such curve, though single readings can be large; an effect the other way counts as inactive or inconclusive. The list is partial, so the mix of outcomes need not match the whole.

1) O=C(Nc1cccc2ncccc12)c1cc([N+](=O)[O-])ccc1Cl
2) O=C(COC(=O)/C=C/c1ccc2c(c1)OCO2)NCc1ccccc1
3) N#Cc1nc(-c2cccs2)oc1N1CCN(c2ccccc2)CC1
4) COc1ccc(NC(=O)CCN2CCC(C)CC2)cc1
5) O=C(COC(=O)CCC(=O)c1ccc(F)cc1)Nc1cccc(S(=O)(=O)N2CCOCC2)c1
6) O=C(O)Cn1nnnc1SCC(=O)Nc1ccc(F)cc1F
7) CCc1ccc(C(=O)NNC(=O)c2c(CC)noc2C)cc1
8) COc1ccc2[nH]c(C)c(CCNC(=S)Nc3ccccc3C)c2c1
9) Cc1ccc(C)c(S(=O)(=O)N(C)C2(C)CCS(=O)(=O)C2)c1 (stereo not given)
10) CCOc1ccc(NC(=O)CS(=O)CC(=O)N(CC(=O)NC(C)(C)C)C2CCCC2)cc1 (stereo not given)
Compound | 1 | 2 | 3 | 4 | 5 | 6 | 7 | 8 | 9 | 10
RORgamma inh | -20% | x | -38% | 22% | 7% | 0% | x | u | x | 0%
Rab9 prom act | -1% | -7% | 1% | 2% | 1% | -1% | -1% | -3% | 0% | 0%
PKM2 act | x | x | 4% | -5% | 3% | 1% | x | 0% | x | x
Gal4-VP16 FLuc | -8% | x | -13% | 5% | 3% | -15% | x | u | x | 6%
MBNL1 CUG block | u | x | 2% | -6% | -12% | -5% | x | 14% | x | 2%
FLuc counter | -5% | 6% | 6% | -1% | 0% | 1% | u | 1% | -1% | 0%
ELG1 DNA repair | u | -11% | u | 13% | 2% | 4% | 5% | 1% | 2% | 15%
NPC1 promoter act | 0% | 0% | -1% | 2% | -4% | -1% | 7% | 5% | 0% | -1%
KCNH2 3.1 inh | 8 | 4 | 7 | 21 | 4 | 3 | -7 | 1 | -25 | 1
Mito fusion act | -10% | 1% | 8% | -2% | -8% | -6% | 1% | 2% | -4% | -10%
Menin-MLL TR inh | 45%[activator] | x | 6% | x | -1% | 22% | x | 21% | x | -2%

11) Cc1ccc(NC(=O)C(=O)NCCCN2CCOCC2)c(C)c1
12) O=C(CCNC(=O)c1ccccc1Cl)Nc1ccccc1N1CCCC1
13) CCOC(=O)CCCNC(=O)CSc1nc2ccc(OCC)cc2[nH]1
14) Cc1ccc(N(C(=O)c2snc(C(N)=O)c2N)C(C(=O)NC2CCCC2)c2ccco2)cc1 (stereo not given)
15) CC(C)c1ccccc1NC(=O)C1C2C=CC(C2)C1C(=O)O (stereo not given)
16) COC(=O)C1CN(C(=O)C(C)Oc2ccc(C)c(C)c2)c2ccccc2O1 (stereo not given)
17) COc1cc(OC)cc(C(=O)NCCN2CCOCC2)c1
18) CC(=O)NNC(=O)CCC(=O)Nc1ccccc1
19) COc1ccc(NC(=O)CN(C)C(=O)Cc2n[nH]c(=O)c3ccccc23)cc1
20) Cc1cc(C)nc(N2N=C(C(C)(C)C)CC2=O)n1
Compound | 11 | 12 | 13 | 14 | 15 | 16 | 17 | 18 | 19 | 20
RORgamma inh | -2% | -2% | -12% | 35% | 10% | 16% | -33% | -9% | x | u
Rab9 prom act | -5% | 5% | -4% | -4% | 0% | 0% | 0% | 2% | -1% | 2%
PKM2 act | -2% | -4% | 7% | -5% | 1% | x | 3% | -19% | x | 2%
Gal4-VP16 FLuc | 0% | 2% | 12% | 0% | -10% | 5% | -9% | -9% | x | -28%
MBNL1 CUG block | -5% | -3% | -3% | u | -7% | -4% | 2% | -3% | x | 1%
FLuc counter | 5% | 1% | -5% | -3% | -2% | 0% | 3% | -1% | 8% | 3%
ELG1 DNA repair | 0% | -1% | u | -37% | -7% | 11% | 14% | 3% | u | -2%
NPC1 promoter act | 3% | -1% | -2% | -2% | 0% | -2% | -2% | 0% | -4% | -1%
KCNH2 3.1 inh | 16 | -8 | -8 | 1 | 2 | 22 | 2 | -9 | -6 | 1
Mito fusion act | 0% | -27% | -1% | -7% | 2% | 18% | -8% | -5% | 4% | 0%
Menin-MLL TR inh | x | 5% | -4% | 4% | 6% | -28% | -2% | -14% | x | 3%

21) CC(=O)c1cccc(N/C=C\c2nnnn2-c2ccc(F)cc2)c1
22) COc1ccc(C)cc1NC(=O)COC(=O)c1ccc(OCc2ccc(Cl)cc2Cl)c(OC)c1
23) Cc1ccc(C(=O)Nc2nc(N)n(-c3ccccc3)n2)cc1
24) CCN1CCN(Cc2c3ccccc3cc3ccccc23)CC1
25) CCCn1nc2cc(C(=O)NCc3ccc(OC(F)(F)F)cc3)ccc2c1OCC
26) CC(=N\NC(=O)c1ccccc1)/C(=N/O)C(=O)Nc1ccccc1
27) CSc1ccc(S(=O)(=O)NCC(=O)OCC(=O)N2CCCC2=O)cc1[N+](=O)[O-]
28) CC1CCCCN1C(=O)COC(=O)C1CCN(S(=O)(=O)c2ccc3c(c2)OCCO3)CC1 (stereo not given)
29) O=C(/C=C/c1ccccc1)N1CCC(Cc2ccccc2)CC1
30) CCOc1ccc(NC(=O)C(C)Sc2nccn2C)cc1 (stereo not given)
Compound | 21 | 22 | 23 | 24 | 25 | 26 | 27 | 28 | 29 | 30
RORgamma inh | 7% | 5% | -19% | 1%[1.91 µM] | 3% | 5µM* | x | x | 31% | 21%
Rab9 prom act | -2% | 0% | 17% | 6% | 1% | 1% | -2% | 0% | 30% | 16%
PKM2 act | -2% | -4% | -7% | 7% | -12% | -7% | x | x | -3% | -1%
Gal4-VP16 FLuc | -8% | 5% | 2% | 2% | -3% | u | x | x | -24% | 22%
MBNL1 CUG block | x | -1% | x | u | 2% | 14% | x | x | 2% | -2%
FLuc counter | -19% | u | 24µM* | 2% | 14% | -1% | -1% | -1% | 15µM* | -2%
ELG1 DNA repair | u | 1% | u | 0% | u | 5% | 16% | 4% | 0% | u
NPC1 promoter act | 2% | 1% | 19% | 2% | -2% | -6% | 1% | 0% | 23% | -5%
KCNH2 3.1 inh | 10 | x | -4 | -4 | 17 | 5 | 2 | -15 | -8 | -2
Mito fusion act | -2% | -1% | 0% | -13% | 3% | 0% | -2% | -2% | 5% | -4%
Menin-MLL TR inh | 5% | 3% | x | -20% | -23% | -3% | x | x | -1% | -1%

31) COc1ccc2c(c1)C(=O)[C@@H](OC(=O)NCc1ccc3c(c1)OCO3)[C@H](c1ccc(OC)c(Br)c1)O2
32) C=CCN1C(=O)CN=C1Nc1ccc(F)cc1
33) CC1(C)CC(=O)c2sc(NC(=O)CCS(=O)(=O)c3ccccc3)nc2C1
34) O=C(COc1ccc(Cl)cc1)Nc1ccc2oc(-c3ccncc3)nc2c1
35) O=S(=O)(c1ccccc1)N1N=C(c2cccs2)CC1c1cccc(O)c1 (stereo not given)
36) O=S(=O)(NC1=NCCCCCC1)c1cccs1
Compound | 31 | 32 | 33 | 34 | 35 | 36
RORgamma inh | -19%&31% | 0% | u | -7% | -7% | u
Rab9 prom act | 0% | -8% | -10% | 2% | -3% | -2%
PKM2 act | 0% | -12% | -11% | -13% | 16% | -5%
Gal4-VP16 FLuc | 1%&-10% | -11% | 5.6µM* | 0% | -4% | -1%
MBNL1 CUG block | -1% | -14% | -2% | -2% | 7% | 4%
FLuc counter | -2% | -4% | 0% | -2% | 1% | 5%
ELG1 DNA repair | 18µM* | -5% | u | -2% | u | 5%
NPC1 promoter act | -1% | -3% | 6% | 9% | 2% | 1%
KCNH2 3.1 inh | x | -8 | 4 | -35 | -21 | 13
Mito fusion act | -1% | 6% | -1% | 5% | 1% | 0%
Menin-MLL TR inh | -19%&-12% | 2% | 26% | -21% | x | 6%
